High-throughput results (PubChem BioAssay)
MEKK2 mut-MEK5: MEK5 binding signal on mutant MEKK2 PB1, primary screen, biochemical, multiplex bead flow cytometry, Alexa488-MEK5; Alexa488-MEK5 binding to MEKK2 mutant; percent response, % at 10 µM; 0.35% of 290,000 active; AID 1530, 2009; in the data active = percent response above about 24%, passing the limit was not always enough; note: inactives centre near 1; some results filed as inactive read as strong as hits; reference of the scale not given here
MEKK2 WT-MEK5: modulators of MEK5 binding to wildtype MEKK2, primary screen, biochemical, multiplex bead flow cytometry, Alexa488-MEK5 | Mitogen-activated protein kinase kinase kinase 2 (Homo sapiens), Q9Y2U5 | Alexa488-MEK5 binding to MEKK2 WT; actives lie on both sides | binding response (% of control), % at 10 µM | 1.1% of 290,000 active; in the data active = binding response below about 67% or above about 130%
MEKK3 PB1 HTS: modulators of MEKK3-MEK5 PB1 binding, primary screen, biochemical, wildtype MEKK3, multiplex bead flow cytometry, Alexa488-MEK5; Mitogen-activated protein kinase kinase kinase 3 (Homo sapiens), Q99759; bead-based flow cytometry, Alexa488-MEK5 binding to MEKK3; actives lie on both sides; 0 = blocked by unlabeled MEK5, 100 = vehicle; binding response (% of control), % at 10 µM; 1.4% of 290,000 active; AID 1529, 2009;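 active = binding response more than 3 SD above or below the average of its plate-row segment, actives on both sides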;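 note: Alexa488 bead fluorescence after subtracting the streptavidin-only scavenger bead signal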
Target sequence (Q99759 whole entry, looked up): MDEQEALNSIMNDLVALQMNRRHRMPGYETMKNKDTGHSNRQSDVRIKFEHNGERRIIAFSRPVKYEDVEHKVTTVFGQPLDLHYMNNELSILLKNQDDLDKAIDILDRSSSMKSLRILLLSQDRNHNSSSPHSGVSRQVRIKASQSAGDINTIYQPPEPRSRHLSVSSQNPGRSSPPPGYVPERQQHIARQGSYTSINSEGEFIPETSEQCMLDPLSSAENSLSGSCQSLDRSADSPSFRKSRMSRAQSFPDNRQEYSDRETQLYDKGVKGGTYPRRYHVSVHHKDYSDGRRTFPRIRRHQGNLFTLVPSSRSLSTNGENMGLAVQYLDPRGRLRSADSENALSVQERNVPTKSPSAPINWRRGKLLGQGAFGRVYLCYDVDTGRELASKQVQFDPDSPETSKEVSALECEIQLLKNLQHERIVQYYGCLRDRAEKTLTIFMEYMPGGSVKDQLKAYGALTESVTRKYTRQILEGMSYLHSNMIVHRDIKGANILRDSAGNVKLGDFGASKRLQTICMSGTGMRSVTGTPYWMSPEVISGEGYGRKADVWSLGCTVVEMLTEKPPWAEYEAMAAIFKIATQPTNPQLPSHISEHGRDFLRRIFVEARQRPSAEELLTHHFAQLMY
OXTR ag: human OXTR agonists, primary screen, fluorescence, CHO-OTR cells, Fluo-8 calcium. AID 2435, 2010. 0.32% of 320,000 active. Oxytocin receptor (Homo sapiens), P30559. Fluo-8 calcium fluorescence; normalized: DMSO 0%, oxytocin 100%. activation, % at 3 µM;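 active = activation above the mean of all tested compounds plus 3 SD, cutoff set per screening run, cut at about 20% in these data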;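 note: peak over basal fluorescence ratio from a 100 s FLIPR kinetic read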
PHOSPHO1 block: PubChem AID 1565; Phosphoethanolamine/phosphocholine phosphatase (Homo sapiens), Q8TCT1; recombinant PHOSPHO1, absorbance phosphatase assay; inhibition, % at 13.3 µM; 1.1% of 290,000 active; in the data active = inhibition above about 60%
DNA FID counter: compounds displacing fluorescent DNA intercalator, primary screen, artefact control for HCV NS3 helicase inhibitor project, biochemical, FID fluorescence | DNA fluorescent intercalator displacement | 0.17% of 290,000 active | inhibition, % at 7.9 µM | AID 1845, 2009; in the data active = inhibition above about 37%;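 note: 0% = vehicle and 100% = reference compound; higher means more ethidium bromide displaced from hairpin DNA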
M18AAP inhibitor: PfM18AAP inhibitors, malaria aminopeptidase, primary screen, biochemical, QFRET, recombinant enzyme. M18 aspartyl aminopeptidase (Plasmodium falciparum 3D7). H-Glu-NHMec fluorogenic cleavage. inhibition, % at 7.35 µM. 1.2% of 290,000 active. AID 1822, 2009;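 active = inhibition above the campaign mean inhibition over all tested compounds plus 3 SD, cut at about 28% in these data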;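 note: 0% = plate median of test compound wells and 100% = 2 mM ZnCl2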
GPR7 antagonist: GPR7 receptor antagonists, primary screen, cell-based, fluorescence, single concentration; Neuropeptides B/W receptor type 1 (Homo sapiens), P48145; 1.1% of 290,000 active; GPR7-expressing cells, fluorescence antagonist assay; inhibition, % at 4.4 µM; in the data active = inhibition above about 16%, passing the limit was not always enough;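 note: cells stimulated with the agonist NPW; 0% = agonist with vehicle and 100% = vehicle without agonist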
Target sequence (P48145 whole entry, looked up): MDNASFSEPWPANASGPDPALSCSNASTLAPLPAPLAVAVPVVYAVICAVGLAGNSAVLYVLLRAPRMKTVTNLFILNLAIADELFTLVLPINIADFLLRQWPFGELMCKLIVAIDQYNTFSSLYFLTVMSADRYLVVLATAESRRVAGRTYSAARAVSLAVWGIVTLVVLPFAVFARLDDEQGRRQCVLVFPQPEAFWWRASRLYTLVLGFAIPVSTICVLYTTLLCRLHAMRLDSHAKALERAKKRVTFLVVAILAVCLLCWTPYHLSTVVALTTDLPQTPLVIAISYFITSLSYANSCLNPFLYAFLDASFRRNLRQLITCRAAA
NALP1 yeast inh: NALP1 inflammasome inhibitors in reconstituted yeast, colorimetric, S. cerevisiae, triplicate retest; S. cerevisiae NALP1/ASC/caspase-1 growth, X-gal OD620, 72 h; inhibition, % at 10 µM; 0.61% of 280,000 active; AID 2071, 2009; in the data active = inhibition mostly above about 24%, no sharp cut-off; inactive = mostly below about 32%; note: some compounds called inactive have numbers as strong as hits
* marks the source's active call; other numbers are inactive results; x = not tested or not shown.

Values run as follows: NALP1 yeast inh	MEKK2 WT-MEK5	DNA FID counter	M18AAP inhibitor	GPR7 antagonist	OXTR ag	MEKK3 PB1 HTS	PHOSPHO1 block	MEKK2 mut-MEK5
Cc1cc(C=C2C(=O)NC(=S)NC2=O)c(C)n1-c1ccc2c(c1)OCO2
  1	123	-5	26	1	-0.3	107	-3	28
Cc1[nH]c2ccc(OC(F)(F)F)cc2c1CCNCc1cccc([N+](=O)[O-])c1
  4	148*	20	0	43*	20*	108	5	25*
O=C(Nc1cccc(Cl)c1)c1c(O)c2c(n(Cc3ccccc3)c1=O)CCCC2
  18	92	5	-1	-8	x	94	7	-2
Cc1ccccc1OCCCn1cc(C(=O)C(=O)N2CCOCC2)c2ccccc21
  14	101	-31	-2	-3	0.4	100	34	0
Cc1c2cnn(CC(=O)N3CCC4(CC3)OCCO4)c(=O)c2c(C)n1Cc1ccccc1Cl
  12	100	-53	2	-6	-0.5	97	29	-1
CC(Cc1ccc(O)cc1)NCC(O)c1cc(O)cc(O)c1 (stereo not drawn)
  -2	107	x	x	x	0.0	102	-10	5
COc1cc2c(cc1OC)C(C(=O)NCCC(C)C)C1CCCCN1C2=O (stereo not drawn)
  17	96	-9	0	-6	-1.0	97	-11	0
COC(=O)c1ccccc1N=Cc1c(O)[nH]c(=O)[nH]c1=O
  17	99	-2	-4	-12	-0.1	97	-8	0
FC(F)(F)c1ccc(NC2=NCCCS2)cc1
  11	113	-5	-8	-6	2.1	111	26	10
CCCc1[nH]nc2c1C1(C(=O)N(CC(N)=O)c3ccccc31)C(C(=O)OC)=C(N)O2 (stereo not drawn)
  -1	102	-21	-6	-7	1.2	106	16	14
O=C1NC(=O)N(CCc2ccc(F)cc2)C(=O)/C1=C/C=C/c1ccccc1
  x	97	-5	2	0	0.1	105	-2	0
CN(C)c1ccc(C=C2C(=O)NC(=S)NC2=O)cc1[N+](=O)[O-]
  7	80	7	7	-6	0.9	93	-127	-10
CCN(CC)CCN=Cc1c(O)n(CCc2ccccc2)c(=O)[nH]c1=O
  -1	100	15	-7	-10	0.1	100	32	1
COC(=O)C1=C(c2ccc(S(C)(=O)=O)cc2)C[C@@H]2CC[C@H]1N2C(=O)NCc1ccc(F)cc1
  x	103	x	x	x	0.6	108	x	3
CCC(COC(=O)NC)NC(=O)Oc1ccccc1 (stereo not drawn)
  -6	104	-4	5	2	-0.3	103	-5	14
CC1=C(C(=O)Nc2ccccc2)S(=O)(=O)CCO1
  x	96	-4	-1	-12	0.4	95	12	-4
O=c1c(C=NCCN2CCNCC2)c(O)n(C2CCCCC2)c(=O)n1C1CCCCC1
  0	104	-4	-2	-13	-0.5	83	35	-2
O=c1c2ccccc2nc(-c2ccccc2Cl)n1-c1ccc(O)cc1
  2	110	-16	2	-4	-0.5	106	25	5
CCOc1cc2[nH]c(=S)n(CCCC(=O)N3CCC4(CC3)OCCO4)c(=O)c2cc1OCC
  x	97	-9	1	-12	-1.3	84	54	-2
O=C1NC(=O)C(=Cc2ccc(OCC(=O)N3CCOCC3)cc2)C(=O)N1
  18	99	-5	-5	-6	-0.9	101	-37	-1

Next section, starting with the last two of the part before.
Values run as follows: NALP1 yeast inh	MEKK2 WT-MEK5	DNA FID counter	M18AAP inhibitor	GPR7 antagonist	OXTR ag	MEKK3 PB1 HTS	PHOSPHO1 block	MEKK2 mut-MEK5
CCOc1cc2[nH]c(=S)n(CCCC(=O)N3CCC4(CC3)OCCO4)c(=O)c2cc1OCC
  x	97	-9	1	-12	-1.3	84	54	-2
O=C1NC(=O)C(=Cc2ccc(OCC(=O)N3CCOCC3)cc2)C(=O)N1
  18	99	-5	-5	-6	-0.9	101	-37	-1
COc1ccc(CN2CCNCC2)cc1
  22	103	-6	0	-6	x	102	8	2
CN(C)CCCN=Cc1c(O)n(CCc2ccccc2)c(=O)[nH]c1=O
  10	91	-5	0	-11	2.8	97	0	-2
CCCCCc1nc2c(c(=O)c3ccccc3n2C)c(=O)n1C1CCCCCC1
  28	94	-5	-4	-4	3.3	100	-2	8
CC(C)NS(=O)(=O)c1ccc(OCC(=O)N2CCN(Cc3ccc4c(c3)OCO4)CC2)c(Cl)c1
  12	109	-22	-10	-1	15	108	-11	7
C[C@@H]1CC2(CCCC[N+]2(C)C)C[C@H]1C
  -12	93	-3	-3	-20	1.3	93	-10	-10
C[C@@H]([C@@H](O)c1ccccc1)N(C)C(=O)Cc1ccccc1
  x	112	x	x	x	1.2	111	x	6
CCOC(=O)C1C2c3ccccc3O[C@@]1(C)N=C1SCC(=O)N12 (stereo partly drawn)
  2	98	-9	-3	-5	0.1	99	35	-1
CC(C)(C)NC(=S)/N=C(\N)N[N+](=O)[O-]
  -2	102	-2	3	-4	0.7	107	12	-3
CCC(=NCc1cc(OC)cc(OC)c1)c1c(O)n(C2CCCCC2)c(=O)[nH]c1=O
  -2	93	-6	-7	-4	0.0	102	3	-3
C=CCn1c(O)c(C(CC)=Nc2cccc(C(=O)O)c2)c(=O)[nH]c1=O
  -1	99	-2	1	-5	1.1	93	12	-8
COc1ccc(C2=CC(c3ccc(OC)c(OC)c3)c3c(c4ccccc4oc3=O)O2)cc1OC (stereo not drawn)
  5	93	-20	6	-6	-0.6	98	30	1
COc1ccc(CC(C)NCCc2ccc(OC)c(OC)c2)cc1 (stereo not drawn)
  9	113	2	0	-15	1.6	106	25	11
O=c1[nH]c(=S)n(-c2ccccc2F)c(O)c1C=NCCN1CCNCC1
  9	100	-6	6	-12	-1.8	99	20	3
Cc1ccc2[nH]c(C)c(CCNCc3ccco3)c2c1
  -1	127	2	0	4	4.4	103	30	13
Clc1ccc2c(c1)C(c1ccccc1Cl)=NCc1nnc(N3CCN(CCSc4ccccc4)CC3)n1-2
  8	x	-15	2	3	5.5	x	18	x
COc1ccc(NC(=O)N2C[C@@H]3C[C@@H](C2)c2cccc(=O)n2C3)cc1
  17	103	-4	-4	6	0.4	102	29	3
Cc1c(/C=N/O)c2ccccc2n1C
  4	110	3	-9	-11	-0.8	111	-4	3
CCn1c(=O)n(CC)c2cc([N+](=O)[O-])c(N3CCNCC3)cc21
  8	99	4	3	-12	-0.8	98	2	2
COc1ccc(CCn2c(O)c(C=NCCN3CCCCC3)c(=O)[nH]c2=O)cc1OC
  6	103	-4	0	-14	1.0	100	0	-2
Cc1cc(O)c2c(c1)OC(C)(C)C1=C2CC(C)CC1 (stereo not drawn)
  -3	100	-8	2	-20	-1.8	105	3	1

(next part)
Values run as follows: NALP1 yeast inh	MEKK2 WT-MEK5	DNA FID counter	M18AAP inhibitor	GPR7 antagonist	OXTR ag	MEKK3 PB1 HTS	PHOSPHO1 block	MEKK2 mut-MEK5
CCCCCSc1cc(OC)c(CCN)cc1OC
  25	127	39*	-2	15	15	107	18	14
O=C(O)Cc1cnc[nH]1
  x	106	x	x	x	0.6	103	x	4
Cc1ccsc1C(=O)C1CCCN(Cc2ccc(O)cc2)C1 (stereo not drawn)
  0	95	7	-1	13	3.8	96	24	-3
CN1CC(C(=O)c2cccc(C(F)(F)F)c2)C(c2ccc(Cl)cc2)C1 (stereo not drawn)
  12	122	16	7	7	3.7	107	x	11
Cc1c(N=Nc2c(O)[nH]c(=O)[nH]c2=O)c(=O)n(-c2ccccc2)n1C
  -27	94	-1	-18	-2	1.2	101	11	-7
CC(C)CNc1c2c(nc3ccccc13)CCC2
  11	105	-5	-2	-3	0.9	103	33	12
CCCc1nc2ccccc2c(=O)n1-c1ccc(OC)cc1
  10	102	-4	-6	-7	-0.5	101	34	1
O=C1CC(=O)N(Cc2ccccc2)C(=O)N1CCCCCCN1C(=O)CC(=O)N(Cc2ccccc2)C1=O
  6	94	-8	-7	-12	0.4	98	42	-9
CC(=O)Nc1ccccc1C(=O)OCC(=O)c1ccc2ccccc2c1
  3	98	-7	-2	16	5.3	108	-111	5
O=C(Nc1ccccc1Cl)OC1CN2CCC1CC2 (stereo not drawn)
  8	105	3	2	0	2.9	105	-10	5
Cn1c(O)c(C(c2ccncc2)c2c(O)n(C)c(=S)n(C)c2=O)c(=O)n(C)c1=S
  7	103	-2	2	-14	0.5	101	-6	7
COCCOC(=O)C1=C(N)OC(C)=C(C(=O)OC)C12C(=O)Nc1ccccc12 (stereo not drawn)
  18	x	-8	-3	-10	0.7	x	20	x
COc1ccc(-n2c(=O)[nH]c3ccccc3c2=O)c(OC)c1
  17	97	-6	2	-4	1.1	95	-14	1
CSc1nc2ccc(C)cc2c(=O)n1-c1cccnc1
  x	97	-16	-6	-11	-1.2	100	8	1
CCOc1ccc(C2(C#N)CC[N+](C)(C)CC2)cc1
  10	102	3	1	-1	0.9	100	18	3
O=C(Nc1ccc(Cl)cc1)Nc1nccs1
  5	94	1	-1	30*	8.9	100	37	-4
O=[N+]([O-])NC1=NCN(Cc2ccco2)CN1Cc1ccco1
  9	100	3	5	-6	0.2	116	2	0
CN1CCN(c2cc(N3CCCC3)c([N+](=O)[O-])cc2F)CC1
  24	111	15	1	1	2.8	105	17	6
O=C(N/N=C/c1c(O)n(Cc2ccccc2)c(=O)[nH]c1=O)c1ccccc1
  26	96	-12	4	-1	-1.1	102	4	13
NC(=O)Cn1cc(C(=O)c2ccccc2F)c2ccccc21
  13	94	-4	4	-13	0.9	98	-14	-2

(cont.)
Values run as follows: NALP1 yeast inh	MEKK2 WT-MEK5	DNA FID counter	M18AAP inhibitor	GPR7 antagonist	OXTR ag	MEKK3 PB1 HTS	PHOSPHO1 block	MEKK2 mut-MEK5
COc1ccccc1NC(=O)N1C[C@@H]2C[C@@H](C1)c1cccc(=O)n1C2
  14	99	-6	-6	-6	1.0	101	23	3
C=C(C=O)C[C@@H]1C[C@H](O)C2OC3C[C@]4(C)OC5/C=C\CC6OC7C(CC=CCC6OC5CCCC4OC3CC2O1)OC1CC2OC3CC(=O)OC3C[C@@H](C)C[C@@]2(C)OC1C[C@@H]7C (stereo partly drawn)
  x	87	x	x	x	2.7	94	13	-7
Cn1c(O)c(C(=O)c2ccccc2F)c(=O)n(C)c1=O
  1	98	2	0	-8	0.8	102	45	-1
CCCCn1c(O)c(C(C)=NCc2ccc(F)cc2)c(=O)[nH]c1=O
  7	97	-4	3	-2	-1.0	99	9	-1
COc1cc(OC)c(OC)cc1CNCCc1ccc2c(c1)OCO2
  14	103	4	3	-9	0.2	100	35	1
Cc1ccc(NP(=O)(Oc2ccccc2F)Oc2ccccc2F)cc1C
  37	86	-20	-7	-2	1.9	86	-2	-7
OCCNCCc1c[nH]c2ccc(OCc3ccccc3)cc12
  18	164*	7	-6	22	3.8	109	-29	31*
CN1/C(=C\C=C2C(=O)NC(=S)NC2=O)C(C)(C)c2ccccc21
  11	97	-9	6	4	x	106	-20	-6
Cc1nn(C)cc1/C=C1/CC2C3CC=C4CC(O)CCC4(C)C3CCC2(C)C1=O (stereo not drawn)
  x	108	-18	-5	4	-0.2	101	x	2
CCOC(=O)N1CCC(NC(=O)CCc2nc(C3=CCN(C)CC3)no2)CC1
  6	101	-5	2	2	1.1	98	30	4
CCCCCCn1c(N)c(C(=O)NCCN2CCOCC2)c2nc3ccccc3nc21
  2	108	-6	12	-5	6.1	98	17	3
COc1cc(CN2CCN(C(=O)COc3ccccc3)CC2)cc(OC)c1OC
  6	93	-1	0	7	0.7	101	38	-5

Only part of the results is shown; the hit share may differ from the screen's.
